PAFAH2 FP inh = PAFAH2 (human) inhibition; Q99487; recombinant PAFAH2, FP-rhodamine activity probe, fluorescence polarization; inhibition, % at 3.39 µM; actives 0.99% (n = 340,000); AID 492956;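 active = inhibition above the mean over all tested compounds plus 3 SD, cut at about 30% in these data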;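 note: inhibitors block probe labeling of enzyme so polarization drops; 0% = enzyme with DMSO and 100% = wells lacking PAFAH2 protein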
PME-1 primary = PME-1 (human) inhibition. recombinant PME-1, FP-Rh probe fluorescence polarization. inhibition, % at 5.9 µM. actives 0.53% (n = 320,000). AID 2130;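 active = inhibition above the campaign mean of all compounds plus 3 SD, cut at about 26% in these data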;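 note: competitive labeling of PME-1 active site by serine hydrolase directed probe; 0% = PME-1 with DMSO and 100% = wells lacking PME-1 enzyme; inhibitors block probe labeling so polarization falls and inhibition rises; many of its hits are not listed in these tables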
GSTO1 inh = blocks human GSTO1 in RBBP9 counter-screen; P78417; AID 1974; actives 1.1% (n = 300,000); recombinant GSTO1, activity-based probe fluorescence polarization; inhibition, % at 5.96 µM;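 active = inhibition above the campaign mean inhibition plus 3 SD, cut at about 35% in these data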;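 note: 0% = GSTO1-1 with DMSO and 100% = wells lacking GSTO1-1 enzyme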
pPAFAH inh = inhibitors of human plasma PAF acetylhydrolase (pPAFAH); AID 463082; inhibition, % at 3.39 µM; Q13093; recombinant pPAFAH, FP-rhodamine probe fluorescence polarization; actives 1.5% (n = 330,000);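 active = inhibition above the mean inhibition across the screen plus 3 SD, cut at about 25% in these data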;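 note: inhibitors block binding of the rhodamine activity-based probe so polarization drops; 0% = enzyme with DMSO and 100% = wells lacking pPAFAH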
Target sequence (Q13093 whole entry, looked up): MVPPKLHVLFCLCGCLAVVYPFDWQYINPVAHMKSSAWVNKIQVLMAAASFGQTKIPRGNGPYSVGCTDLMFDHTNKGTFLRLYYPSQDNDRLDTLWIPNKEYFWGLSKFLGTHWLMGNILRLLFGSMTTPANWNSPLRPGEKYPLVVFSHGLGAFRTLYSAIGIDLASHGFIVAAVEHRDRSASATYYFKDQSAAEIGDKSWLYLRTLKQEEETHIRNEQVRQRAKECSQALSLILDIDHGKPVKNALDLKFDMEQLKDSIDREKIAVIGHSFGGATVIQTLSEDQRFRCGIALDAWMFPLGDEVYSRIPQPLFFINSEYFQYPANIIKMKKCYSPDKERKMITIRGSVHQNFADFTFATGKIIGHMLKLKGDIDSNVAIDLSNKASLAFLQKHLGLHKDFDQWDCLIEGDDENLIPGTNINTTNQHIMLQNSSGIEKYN
LYPLA1 inh = counter-screen for PME1 inhibitors: inhibitors of human LYPLA1; actives 0.16% (n = 320,000); recombinant LYPLA1, FP-Rh probe fluorescence polarization; inhibition, % at 5.9 µM; O75608;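 active = inhibition above the mean of all tested compounds plus 3 SD, set per campaign, cut at about 14% in these data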;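 note: inhibitors block serine hydrolase probe labeling of LYPLA1 so polarization falls; 0% = enzyme with DMSO and 100% = wells lacking LYPLA1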
PAD4 FP inh = inhibitors of human PAD4 | actives 0.41% (n = 330,000) | inhibition, % at 6.36 µM | AID 485272 | recombinant PAD4, RCA probe fluorescence polarization;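 active = percent inhibition above a cutoff equal to the mean of all tested compounds plus 3 SD, cut at about 15% in these data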;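 note: 0% = PAD4 with RCA probe and DMSO and 100% = probe without PAD4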
Target sequence (Q9UM07 whole entry, looked up): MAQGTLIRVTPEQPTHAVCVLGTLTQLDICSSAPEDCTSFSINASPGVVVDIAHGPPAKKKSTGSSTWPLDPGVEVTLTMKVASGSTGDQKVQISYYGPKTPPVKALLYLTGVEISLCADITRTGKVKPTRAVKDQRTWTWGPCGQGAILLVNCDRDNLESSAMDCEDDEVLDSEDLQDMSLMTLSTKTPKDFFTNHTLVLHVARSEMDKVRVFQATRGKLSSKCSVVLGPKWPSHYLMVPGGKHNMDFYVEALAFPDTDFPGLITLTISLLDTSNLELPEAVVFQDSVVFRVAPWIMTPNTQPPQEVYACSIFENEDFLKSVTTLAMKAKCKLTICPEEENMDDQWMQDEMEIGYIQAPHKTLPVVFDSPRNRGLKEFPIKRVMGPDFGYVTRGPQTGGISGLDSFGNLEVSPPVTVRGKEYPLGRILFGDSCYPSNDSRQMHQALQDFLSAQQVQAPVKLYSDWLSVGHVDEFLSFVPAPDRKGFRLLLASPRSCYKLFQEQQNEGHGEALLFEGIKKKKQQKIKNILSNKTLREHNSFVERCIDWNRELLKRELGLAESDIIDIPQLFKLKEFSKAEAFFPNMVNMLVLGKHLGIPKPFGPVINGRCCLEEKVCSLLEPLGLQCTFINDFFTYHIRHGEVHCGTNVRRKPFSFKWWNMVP
PAFAH1B2 FP inh = inhibitors of human PAFAH1B2 | recombinant PAFAH1B2, FP-rhodamine activity probe, fluorescence polarization | inhibition, % at 3.39 µM | actives 1.2% (n = 340,000);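 active = inhibition above the mean of all tested compounds plus 3 SD, cut at about 24% in these data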;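 note: 0% = enzyme with DMSO and 100% = wells lacking PAFAH1B2; many of its hits are not listed in these tables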
Fam108B inh = Fam108B inhibition, counter-screen for RBBP9 inhibitors | AID 1947 | recombinant Fam108B, FP-Rh probe fluorescence polarization | actives 0.33% (n = 300,000) | inhibition, % at 9.51 µM;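 active = inhibition above the screen mean inhibition plus 3 SD, computed separately per campaign, cut at about 18% in these data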;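 note: inhibitors lower polarization as less probe binds the enzyme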
PAFAH1B3 FP inh = blocks human PAF acetylhydrolase 1B catalytic subunit 3 | inhibition, % at 3.39 µM | AID 492972 | recombinant PAFAH1B3, FP-rhodamine probe, fluorescence polarization | actives 0.28% (n = 340,000);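 active = inhibition above the screen-wide average of all tested compounds plus 3 SD, cut at about 25% in these data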;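 note: 0% = enzyme with DMSO only and 100% = wells lacking PAFAH1B3 protein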
* = called active by the depositor.

For Cn1c(=O)oc2cc(S(=O)(=O)Nc3ccc(Cl)cc3)ccc21 the results were PAFAH2 FP inh -4, PME-1 primary -3, GSTO1 inh 20, pPAFAH inh 23, LYPLA1 inh 5, PAD4 FP inh 0, PAFAH1B2 FP inh 14, Fam108B inh -2 and PAFAH1B3 FP inh 9.
`Fc1ccc(C2CC(c3ccco3)n3ncnc3N2)cc1` (centres undefined) gave PAFAH2 FP inh 2, PME-1 primary -1, GSTO1 inh -10, pPAFAH inh 1, LYPLA1 inh -2, PAD4 FP inh 0, PAFAH1B2 FP inh 6, Fam108B inh 0 and PAFAH1B3 FP inh -1.
O=C(NC1CCCCCC1)C1CCN(C(=O)c2ccc(Cl)cc2)CC1 was read as PAFAH2 FP inh 0, PME-1 primary -4, pPAFAH inh 0, LYPLA1 inh 2, PAD4 FP inh 0, PAFAH1B2 FP inh -4 and PAFAH1B3 FP inh -2.
For CCCCc1ccc(NC(=S)NCCc2ccc(S(N)(=O)=O)cc2)cc1 the results were PAFAH2 FP inh 3, PME-1 primary 2, GSTO1 inh -1, pPAFAH inh 3, LYPLA1 inh -4, PAD4 FP inh -4, PAFAH1B2 FP inh -4, Fam108B inh -5 and PAFAH1B3 FP inh 10.
Cc1ccc(-c2nnc(N3CC(C)OC(C)C3)c3ccccc23)cc1 (centres undefined) was read as PAFAH2 FP inh -1, PME-1 primary -3, GSTO1 inh -9, pPAFAH inh 3, LYPLA1 inh 2, PAD4 FP inh -3, PAFAH1B2 FP inh 2, Fam108B inh 0 and PAFAH1B3 FP inh 8.
For COc1ccc(C2=NN(C(=O)CSc3nccn3C)C(c3ccco3)C2)cc1 (centres undefined) the results were PAFAH2 FP inh 1, pPAFAH inh -3, PAD4 FP inh -2, PAFAH1B2 FP inh 2 and PAFAH1B3 FP inh 3.
COc1ccc(CCNC(=O)COC(=O)c2ccc(F)c(S(=O)(=O)N3CCOCC3)c2)cc1 was read as PAFAH2 FP inh 14, PME-1 primary 2, pPAFAH inh 2, LYPLA1 inh -5, PAD4 FP inh -1, PAFAH1B2 FP inh -3 and PAFAH1B3 FP inh 6.
Screening Cc1cc(N2CCOCC2)ccc1/C=C1/SC(=O)NC1=O returned PAFAH2 FP inh 13, PME-1 primary -10, GSTO1 inh 28, pPAFAH inh 13, LYPLA1 inh 7, PAD4 FP inh -7, PAFAH1B2 FP inh 3, Fam108B inh 0 and PAFAH1B3 FP inh 6.
`O=C(Nc1ccc(S(=O)(=O)NCc2ccccc2)cc1)c1ccccc1[N+](=O)[O-]` gave PAFAH2 FP inh -8, PME-1 primary 7, GSTO1 inh -11, pPAFAH inh 7, LYPLA1 inh -4, PAD4 FP inh -2, PAFAH1B2 FP inh 7, Fam108B inh 2 and PAFAH1B3 FP inh -1.
`O=C(CSc1ccc2nnc(-c3ccncc3)n2n1)Nc1ccccc1F` gave PAFAH2 FP inh -6, PME-1 primary 5, GSTO1 inh 1, pPAFAH inh -1, LYPLA1 inh 6, PAD4 FP inh -3, PAFAH1B2 FP inh -2, Fam108B inh -4 and PAFAH1B3 FP inh 4.
Screening Cc1cccc(C)c1NC(=S)N(CCc1ccncc1)C(C)C returned PAFAH2 FP inh -6, PME-1 primary 4, GSTO1 inh 2, pPAFAH inh 0, LYPLA1 inh -2, PAD4 FP inh -4, PAFAH1B2 FP inh -2, Fam108B inh -1 and PAFAH1B3 FP inh 2.
For C=CCCC(=O)N1CCC(n2nccc2NC(=O)c2ccc(OC)cc2)CC1 the results were PAFAH2 FP inh 6, PME-1 primary -1, GSTO1 inh 3, pPAFAH inh -2, LYPLA1 inh 0, PAD4 FP inh -1, PAFAH1B2 FP inh 3, Fam108B inh -4 and PAFAH1B3 FP inh 2.
Screening COc1ccc(-c2cn3c(n2)CCC3)cc1 returned PAFAH2 FP inh -8, PME-1 primary -4, GSTO1 inh 0, pPAFAH inh 0, LYPLA1 inh 2, PAD4 FP inh -2, PAFAH1B2 FP inh 8, Fam108B inh 2 and PAFAH1B3 FP inh 9.
CCC(=O)C1CCCN(C(=O)CCc2nnc(-c3ccc(C(C)=O)s3)o2)C1 (centres undefined) was read as PAFAH2 FP inh 4, PME-1 primary 3, GSTO1 inh 7, pPAFAH inh 3, LYPLA1 inh -2, PAD4 FP inh -4, PAFAH1B2 FP inh 5, Fam108B inh 5 and PAFAH1B3 FP inh 7.
For CC1CCCN(CC(=O)NNC(=O)COc2ccc(Br)cc2)C1 (centres undefined) the results were PAFAH2 FP inh 2, pPAFAH inh 0, PAD4 FP inh 3, PAFAH1B2 FP inh 7 and PAFAH1B3 FP inh 5.
For O=C(O)c1cccc(S(=O)(=O)Nc2ccc(Cc3ccncc3)cc2)c1 the results were PAFAH2 FP inh -6, pPAFAH inh 23, PAD4 FP inh -7, PAFAH1B2 FP inh 4 and PAFAH1B3 FP inh 12.
For COC(=O)c1c(C)[nH]c(C)c1-c1ccc([N+](=O)[O-])cc1 the results were PAFAH2 FP inh -8, PME-1 primary -1, GSTO1 inh -4, pPAFAH inh 1, LYPLA1 inh -3, PAD4 FP inh -1, PAFAH1B2 FP inh -2, Fam108B inh 0 and PAFAH1B3 FP inh 1.
`O=C(CN1CCN(Cc2ccc(F)cc2Cl)CC1)NCc1ccccc1` gave PAFAH2 FP inh 3, PME-1 primary -7, GSTO1 inh 6, pPAFAH inh -2, LYPLA1 inh 4, PAD4 FP inh 4, PAFAH1B2 FP inh 0, Fam108B inh 6 and PAFAH1B3 FP inh 11.
Screening COc1ccc(C2=NN(C(=O)COC(=O)c3ccc(NC(=O)CC#N)cc3)C(c3ccco3)C2)cc1 (centres undefined) returned PAFAH2 FP inh -49, PME-1 primary -65, pPAFAH inh 0, LYPLA1 inh -42, PAD4 FP inh -11, PAFAH1B2 FP inh -22 and PAFAH1B3 FP inh -40.
For COc1cc(NC(=O)CN2CCN(S(=O)(=O)/C=C/c3ccccc3)CC2)cc(OC)c1OC the results were PAFAH2 FP inh -2, PME-1 primary 9, pPAFAH inh 4, LYPLA1 inh -2, PAD4 FP inh 1, PAFAH1B2 FP inh -3 and PAFAH1B3 FP inh 5.
Screening CCCn1nc(C(=O)OCC(=O)NC(C)c2ccccc2)c2ccccc2c1=O (centres undefined) returned PAFAH2 FP inh -2, PME-1 primary 9, GSTO1 inh 6, pPAFAH inh -2, LYPLA1 inh -2, PAD4 FP inh 0, PAFAH1B2 FP inh 4, Fam108B inh 2 and PAFAH1B3 FP inh 6.
`COc1ccccc1C(=O)Nc1ccc(S(=O)(=O)N2CCOCC2)cc1` gave PAFAH2 FP inh 2, PME-1 primary 0, GSTO1 inh -2, pPAFAH inh 3, LYPLA1 inh 0, PAD4 FP inh 3, PAFAH1B2 FP inh -4, Fam108B inh 3 and PAFAH1B3 FP inh 5.
CC(C)(C)c1cc(NC(=O)Nc2ccccc2)no1 was read as PAFAH2 FP inh 6, PME-1 primary -5, GSTO1 inh 0, pPAFAH inh 5, LYPLA1 inh -7, PAD4 FP inh 0, PAFAH1B2 FP inh 1, Fam108B inh -4 and PAFAH1B3 FP inh 4.
`Cc1csc(Sc2ccc([N+](=O)[O-])cc2C(=O)OCC(=O)NC2CCCC(C)C2C)n1` (centres undefined) gave PAFAH2 FP inh 1, PME-1 primary 2, GSTO1 inh 0, pPAFAH inh -1, LYPLA1 inh -2, PAD4 FP inh 1, PAFAH1B2 FP inh 0, Fam108B inh 2 and PAFAH1B3 FP inh 4.
C=CCONC(=O)Cc1ccccc1 was read as PAFAH2 FP inh -8, pPAFAH inh -3, PAD4 FP inh 1, PAFAH1B2 FP inh 2 and PAFAH1B3 FP inh 6.
`CCCn1c(SCC(=O)N2CCCCC2)nc2c1c(=O)n(C)c(=O)n2C` gave PAFAH2 FP inh 3, PME-1 primary 1, GSTO1 inh 9, pPAFAH inh -3, LYPLA1 inh -7, PAD4 FP inh 0, PAFAH1B2 FP inh 1, Fam108B inh 2 and PAFAH1B3 FP inh 2.
Screening O=C(CNC(=O)c1cccc(F)c1)N/N=C/c1cccc([N+](=O)[O-])c1 returned PAFAH2 FP inh 8, PME-1 primary 4, GSTO1 inh 6, pPAFAH inh 0, LYPLA1 inh 3, PAD4 FP inh -4, PAFAH1B2 FP inh 1, Fam108B inh 3 and PAFAH1B3 FP inh -1.
Cc1cc(NC(=O)OC(C)C)ccc1-c1ccc(NC(=O)OC(C)C)cc1C was read as PAFAH2 FP inh -1, PME-1 primary 0, GSTO1 inh -6, pPAFAH inh -7, LYPLA1 inh 1, PAD4 FP inh 0, PAFAH1B2 FP inh 3, Fam108B inh -8 and PAFAH1B3 FP inh 4.
`N#C/C(=C/c1ccc([N+](=O)[O-])cc1)C(=O)Nc1ccccc1O` gave PAFAH2 FP inh -2, PME-1 primary 8, GSTO1 inh 4, pPAFAH inh 6, LYPLA1 inh -3, PAD4 FP inh 0, PAFAH1B2 FP inh 1, Fam108B inh 3 and PAFAH1B3 FP inh -5.
Screening Cn1ccc(/C=N/N=C2/NC(=O)CS2)n1 returned PAFAH2 FP inh 0, PME-1 primary 2, GSTO1 inh -8, pPAFAH inh -3, LYPLA1 inh 0, PAD4 FP inh 0, PAFAH1B2 FP inh -1, Fam108B inh 1 and PAFAH1B3 FP inh 3.
Screening c1cc2c(cc1-c1[nH]ncc1CN1C[C@H]3CC[C@H]1C3)OCO2 returned PAFAH2 FP inh -5, PME-1 primary -2, GSTO1 inh -2, pPAFAH inh 3, LYPLA1 inh -1, PAD4 FP inh -3, PAFAH1B2 FP inh 0, Fam108B inh -1 and PAFAH1B3 FP inh 13.
For COc1cc(C(C)=O)ccc1OCC(=O)NCCCn1nc(C)cc1C the results were PAFAH2 FP inh 1, pPAFAH inh 5, PAD4 FP inh -6, PAFAH1B2 FP inh 3 and PAFAH1B3 FP inh 9.
For CCOC(=O)N1CCN(C(=O)C2CCCN(Cc3nc(-c4ccc(Cl)cc4)oc3C)C2)CC1 (centres undefined) the results were PAFAH2 FP inh 7, PME-1 primary 2, GSTO1 inh 0, pPAFAH inh 11, LYPLA1 inh 3, PAD4 FP inh -2, PAFAH1B2 FP inh 9, Fam108B inh 3 and PAFAH1B3 FP inh 2.
Screening O=[N+]([O-])c1ccc(Cl)c(S(=O)(=O)Nc2cccc(S(=O)(=O)NC3=NCCC3)c2)c1 returned PAFAH2 FP inh 15, pPAFAH inh 8, PAD4 FP inh -4, PAFAH1B2 FP inh 7 and PAFAH1B3 FP inh 3.
CCOc1ccc(OCCOC(=O)C2CCN(S(=O)(=O)c3ccc(C)c(C)c3)CC2)cc1 was read as PAFAH2 FP inh 5, PME-1 primary 9, GSTO1 inh -3, pPAFAH inh 4, LYPLA1 inh 2, PAD4 FP inh 0, PAFAH1B2 FP inh -1, Fam108B inh 0 and PAFAH1B3 FP inh -1.
Screening COc1ccc(C2=NN(CCC(=O)NCc3cccs3)C(=O)CC2)cc1 returned PAFAH2 FP inh 6, PME-1 primary 6, GSTO1 inh 6, pPAFAH inh -1, LYPLA1 inh 2, PAD4 FP inh -1, PAFAH1B2 FP inh 2, Fam108B inh 5 and PAFAH1B3 FP inh 3.
For COc1ccc(CNCC(O)(c2ccc(Cl)cc2)c2ccc(Cl)cc2)cc1 the results were PAFAH2 FP inh 1, PME-1 primary -4, GSTO1 inh -7, pPAFAH inh -8, LYPLA1 inh 0, PAD4 FP inh 1, PAFAH1B2 FP inh -1, Fam108B inh -5 and PAFAH1B3 FP inh 0.
CC1(C)C(c2cccs2)=NC(c2ccccc2)N1O (centres undefined) was read as PAFAH2 FP inh 1, PME-1 primary 4, GSTO1 inh -2, pPAFAH inh 1, LYPLA1 inh 4, PAD4 FP inh -9, PAFAH1B2 FP inh 11, Fam108B inh 2 and PAFAH1B3 FP inh 3.

Screening data as filed in PubChem.

The list is partial (hit frequency here may not be typical).
